# Screening data: PubChem, several laboratories
# SR-BI DiI inh = inhibitors of mouse SR-BI mediated HDL lipid uptake | Q61009 | ldlA[mSR-BI] CHO cells, DiI-HDL uptake fluorescence, 3 h | inhibition, % at 12.5 µM | hit rate 0.96% among 320,000;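 active = mean replicate inhibition of at least 70% and a set share of replicates each scoring 70 or more; inconclusive = meets just one of the two criteria; inactive = fails both criteria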;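 note: 0% = median of neutral control wells and 100% = median of positive control wells; values of inactives mirror those of a sister screen read the other way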
# Target sequence (Q61009 whole entry, looked up): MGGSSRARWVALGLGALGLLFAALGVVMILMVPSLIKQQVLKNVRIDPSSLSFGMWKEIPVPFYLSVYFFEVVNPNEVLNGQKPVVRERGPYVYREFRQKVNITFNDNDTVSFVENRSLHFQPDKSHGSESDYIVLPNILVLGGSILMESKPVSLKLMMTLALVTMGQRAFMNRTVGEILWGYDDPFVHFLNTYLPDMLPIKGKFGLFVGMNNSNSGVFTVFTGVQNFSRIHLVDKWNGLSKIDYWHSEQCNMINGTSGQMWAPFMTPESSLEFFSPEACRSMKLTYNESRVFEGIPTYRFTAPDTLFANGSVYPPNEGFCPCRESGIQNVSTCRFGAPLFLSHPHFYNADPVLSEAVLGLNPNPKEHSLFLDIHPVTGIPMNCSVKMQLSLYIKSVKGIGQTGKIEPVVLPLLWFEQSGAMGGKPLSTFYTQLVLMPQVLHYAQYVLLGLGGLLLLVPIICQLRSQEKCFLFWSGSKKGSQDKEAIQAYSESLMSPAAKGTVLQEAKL
# HTR5A inv ctr = HTR5A inverse agonism, opioid heterodimer counter-screen. hit rate 0.083% among 340,000. HTR5A cell line, luminescence. AID 504634. inhibition, % at 9.3 µM; in the data active = inhibition mostly above about 23%, no sharp cut-off; inactive = mostly below about 18%;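 note: 0% = cells with DMSO and 100% = no-cell wells with DMSO; some compounds called inactive have numbers as strong as hits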
# NSD2 HMT inh = blocks human histone methyltransferase NSD2; O96028; AID 743445; inhibition, % at 12.5 µM; hit rate 0.54% among 310,000; NSD2 peptide methylation, AlphaScreen, 120 min; in the data active = inhibition above about 50%
# V-ATPase pHluor = alters yeast V-ATPase proton transport; hit rate 0.37% among 350,000; S. cerevisiae, pHLuorin cytosolic pH fluorescence; AID 504577; response, % at 10 µM; in the data active = response mostly above about 7.3%, no sharp cut-off; inactive = mostly below about 5.4%; note: actives read high; inactives centre near 0; some compounds called inactive have numbers as strong as hits; reference of the scale not given here
# CDK5 inh = inhibitors of human CDK5/p35 kinase; Q00535+Q15078; Recombinant CDK5/p35, ADP-Glo luminescence, 60 min; hit rate 0.01% among 330,000; AID 488839; inhibition, % at 10 µM;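 active = highest replicate inhibition of at least 50% and at least 75% of replicates reaching 50%; inconclusive = only one of the two criteria met; inactive = both criteria failed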;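 note: plate controls were DMSO neutral control for no effect and GW8510 at 10 µM for full effect; many of its hits are not listed in these tables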
# Target sequence (Q00535 whole entry, looked up): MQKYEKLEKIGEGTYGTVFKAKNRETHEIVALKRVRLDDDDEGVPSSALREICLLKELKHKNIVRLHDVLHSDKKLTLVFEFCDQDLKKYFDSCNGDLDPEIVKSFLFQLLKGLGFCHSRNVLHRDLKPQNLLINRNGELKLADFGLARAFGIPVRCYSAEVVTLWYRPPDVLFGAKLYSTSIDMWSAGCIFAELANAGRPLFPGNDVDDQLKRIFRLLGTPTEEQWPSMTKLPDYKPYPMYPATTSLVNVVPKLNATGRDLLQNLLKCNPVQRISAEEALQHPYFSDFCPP
# Target sequence (Q15078 whole entry, looked up): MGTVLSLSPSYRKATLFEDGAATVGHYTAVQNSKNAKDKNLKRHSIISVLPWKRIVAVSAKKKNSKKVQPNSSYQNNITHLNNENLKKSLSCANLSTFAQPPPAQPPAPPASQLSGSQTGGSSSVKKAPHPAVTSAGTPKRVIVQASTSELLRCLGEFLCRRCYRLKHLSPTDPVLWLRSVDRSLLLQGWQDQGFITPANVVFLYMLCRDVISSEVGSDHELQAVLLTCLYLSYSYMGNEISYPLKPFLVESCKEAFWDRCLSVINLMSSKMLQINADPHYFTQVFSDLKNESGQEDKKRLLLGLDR
# MITF act = MITF TRPM1 promoter activation in melanoma cells | SK-MEL-5 TRPM1-promoter luciferase, 24 h; % of positive control, neutral wells = 0 | activation, % at 12.5 µM | hit rate 0.75% among 300,000 | AID 588334;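 active = mean activation of at least 80% with every replicate also reaching 80%; inconclusive = mean reaches 80% but some replicate falls short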;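 note: 0% = neutral control wells and 100% = parthenolide positive control wells; values of inactives mirror those of a sister screen read the other way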
# Wnt bcat act = activators of Wnt/beta-catenin signaling; Wnt/beta-catenin reporter cell assay, activator, plate reader; activation, % at 9.35 µM; hit rate 1.2% among 300,000; AID 743398; in the data active = activation above about 30%, passing the limit was not always enough; inconclusive = no clear call, values can overlap the other calls;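 note: 0% = neutral control wells and 100% = positive control wells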
# PvdQ inh = P. aeruginosa PvdQ acylase inhibition. inhibition, % at 10 µM. hit rate 0.063% among 340,000. purified PvdQ acylase, fluorescence plate reader; in the data active = inhibition above about 30%, passing the limit was not always enough; inconclusive = no clear call, values can overlap the other calls;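 note: 0% = vehicle neutral wells and 100% = reference inhibitor wells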
# dFosB act = enhances mouse delta FosB homodimer DNA binding | P13346 | purified delta FosB, TAMRA-CDK5 oligo fluorescence polarization; percent of positive-control signal above neutral wells | activation, % at 25 µM | hit rate 0.99% among 340,000 | AID 493131;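 active = mean activation above about 17%, with every replicate also reaching it, limit read from the data, passing the limit was not always enough; inconclusive = only one of the two conditions met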;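 note: fluorescence polarization rise as delta FosB binds a TAMRA Cdk5 AP-1 oligo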
# HTR5A ag ctr = HTR5A agonism, opioid heterodimer counter-screen; activation, % at 9.3 µM; HTR5A agonist assay, luminescence, cell-based; P47898; hit rate 0.61% among 340,000; in the data active = activation mostly above about 9.5%, no sharp cut-off; inactive = mostly below about 7.6%;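 note: 0% = cells with vehicle only and 100% = reference agonist; strong numbers were not always called active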
# Numbers without * were called inactive; ? = inconclusive; · = not tested or not shown.
SMILES,SR-BI DiI inh,HTR5A inv ctr,NSD2 HMT inh,V-ATPase pHluor,CDK5 inh,MITF act,Wnt bcat act,PvdQ inh,dFosB act,HTR5A ag ctr
O=C(OCC(=O)N(CCc1ccccc1)Cc1ccccc1)c1cc(S(=O)(=O)N2CCOCC2)ccc1F,15,0,1,-1,0.0,-6,-2,7,-7,-1
CCOc1ccc(NC(=O)NC(=O)N(C(C)C)S(C)(=O)=O)cc1,5,9,0,1,0.1,0,-1,1,1,3
CCN(CC)S(=O)(=O)c1ccc(N2CCN(S(=O)(=O)c3ccccc3)CC2)nc1,·,-4,0,-2,0.5,-9,-3,-12,-7,1
Cc1cccc(-n2c(C)n[nH]c2=S)c1,·,29,-1,-1,-2.0,-12,-1,-12,3,-2
COc1cccc(C2N(c3ccccc3)CCN2c2ccccc2)c1OC,-8,-11,-6,0,-2.2,7,3,8,0,4
N#Cc1ccccc1/C=C/C(=O)N1CCOCC1,3,-12,6,1,0.0,-12,1,-12,-12,4
O=C(C[C@H]1C/C=C\C[C@@H](Cc2ccc(F)cc2)C(=O)OC[C@H]2CCCN2C1=O)N[C@H](CO)Cc1ccccc1,-43,-24,·,-2,-1.6,-6,1,4,-1,-1
c1ccc2c(CSCc3nc4ccccc4[nH]3)cccc2c1,10,12,-5,1,-1.4,-9,·,-14,3,-2
CS(=O)(=O)c1ccc(Cl)c(NC(=O)CN2CCN(S(=O)(=O)/C=C/c3ccccc3)CC2)c1,17,-30,·,3,-1.5,-3,-1,-4,2,11
CCCNC(=O)NC(=O)CSc1nc2ccccc2c(=O)n1Cc1ccncc1,-25,-20,-2,-1,0.7,8,2,5,-4,2
O=C1C=CCCC1,-3,-12,·,4,0.4,0,3,-16,5,3
O=C(Nc1nccs1)c1ccc(COc2ccccc2Cl)o1,11,-11,3,1,-1.7,42,11,-14,-4,4
CCn1cc(/C=N/NS(=O)(=O)c2ccc(OC)cc2)c(C)n1,-37,-16,6,-2,0.1,11,·,1,3,1
Cc1ccc(C2Nc3cccc4cccc(c34)N2)cc1,17,3,11,7,1.9,3,-2,14,2,-1
COc1cc2nc(-c3ccc(Br)o3)oc(=O)c2cc1OC,-2,0,-1,0,0.5,-5,·,-13,-10,0
CCOC(=O)C1CCN(CC(O)COC(CC)c2ccccc2)CC1 (centres undefined),1,1,1,2,-2.4,-3,0,-15,-6,0
Cc1ccc2c(CN3CCN(CCO)CC3)cc(=O)oc2c1,-35,-15,-2,1,-0.3,·,1,-9,2,-3
CN(C)CC/C=C1/c2cc(F)ccc2Sc2ccc(Cl)cc21,16,-32,13,-3,1.3,·,5,-3,5,3
COc1cc(/C=C(\C#N)c2nc3ccccc3n2C)cc(OC)c1O,-27,6,15,-1,1.2,-15,4,-8,-12,-2
CC(Sc1ccccc1)C(=O)N(CCC#N)Cc1cccnc1 (centres undefined),-6,1,3,2,0.9,-1,0,-8,-3,-5
CCCOc1c(OC)cccc1C1CC(=O)Nc2cc3c(cc21)OCCO3 (centres undefined),-10,-18,10,2,-0.5,·,-2,-10,1,7
CCN(CC(=O)Nc1c(F)cccc1F)C(=O)c1ccc(-c2ccccc2)cc1,17,-25,2,2,1.2,10,0,-13,-8,9
c1ccc(C(c2ccccc2)N2CCN(c3ccc4ccccc4n3)CC2)cc1,14,2,-1,1,0.6,-5,-5,-8,-5,-1
CC(Oc1ccccc1F)C(=O)NCCN1CCCCC1 (centres undefined),-18,-20,-2,-3,-1.1,-2,1,7,-4,8
Cn1c(CNC(=O)OC(C)(C)C)n[nH]c1=S,-15,7,-2,1,3.0,-6,-1,-16,0,-3
COc1ccc(NC(=O)c2ccc(-c3ccccc3)cc2)cc1S(=O)(=O)N1CCOCC1,52,19,-3,4,-1.5,-40,20,18,4,5
COc1ccc(C)cc1NC(=O)N1CCC(CO)(CC2CCCCO2)CC1 (centres undefined),-3,11,-4,1,-1.6,-6,-1,-14,-4,-4
CC(C)CNC(=S)N(CCCO)Cc1cc2cc3c(cc2[nH]c1=O)OCCO3,-17,-8,1,1,0.7,-4,1,-22,-5,2
Cc1cccc(NC(=O)c2cc3c(n(-c4ccccc4)c2=O)CCCC3=O)n1,-11,0,-1,4,0.1,-4,-1,-18,-3,0
CCC(C)Nc1nc(N)c([N+](=O)[O-])c(NC2CCCCC2)n1 (centres undefined),7,11,0,-1,2.9,1,1,-11,-9,-3
Cn1c(=O)c2c(nc(SCCN3CCCCC3)n2C)n(C)c1=O,-10,-33,6,0,0.4,-3,-6,-11,4,1
Cc1ccc(CNC(=O)C2CCN(S(=O)(=O)c3ccc4c(c3)OCCCO4)CC2)cc1,5,-14,-2,-3,-0.2,11,2,16,-3,0
Cc1ccccc1-c1nc2cc(Cl)ccc2c(=O)o1,6,12,0,0,1.3,-37,-3,5,-7,-3
COc1ccc(N2CCN(S(=O)(=O)c3cc4c(cc3C)N(C(C)=O)CCO4)CC2)cc1,-29,-4,·,-4,1.2,·,0,-5,-6,1
COc1ccc(S(=O)(=O)N(C)c2nc3ccccc3n3c(CC(C)C)nnc23)cc1,17,9,8,-3,1.4,15,-2,-17,-7,-2
Cc1cccc2nc(-c3cccc(NC(=O)Cc4ccccc4)c3)cn12,36,20,-3,1,0.6,3,0,9,-9,2
CCC(=O)N1COC[C@@H]1Cc1ccccc1,-16,-31,-4,0,0.5,4,-3,2,-5,2
O=C(c1cccc(COc2cccc3ccccc23)c1)N1CCCC1,19,-9,-1,2,-0.5,·,?,-4,-8,1
CCCc1ccc(OC(=O)c2ccc(O)cc2Cl)cc1,5,-4,-4,-1,0.1,48,·,-7,-3,2
C=C(C)CNC(=S)NNC(=O)CCn1c2ccc(Cl)cc2c2cc(Cl)ccc21,59,0,-3,4,-3.5,-8,-1,5,-5,2
CCn1c(=O)c2ccccc2n(CC(=O)N2CCCc3ccccc32)c1=O,3,10,2,-2,0.2,4,-1,-1,-1,2
CCOC(=O)CN(C#N)c1nc(N(C)C)nc(N(C)C)n1,·,-12,0,-1,1.9,7,-4,-3,1,1
O=C(Cc1cccc2ccccc12)Nc1nc2ccccc2[nH]1,0,-6,41,3,-1.8,-4,·,-9,-1,6
Cc1c(C)c2c(OCC(=O)NCCCO)cc3c(c2oc1=O)CCC(C)(C)O3,21,-7,-1,1,0.4,5,-1,-15,-6,2
C1=Nc2c(Nc3ccccc3)ncnc2Oc2ccccc21,-1,-9,17,-2,1.5,18,2,8,-11,6
CSC1=C(C#N)C(C)C2=C(CC(C)(C)CC2=O)N1 (centres undefined),-23,-4,-1,-3,0.0,-9,0,-8,-5,4
Cc1cc(C)c(NC(=S)N2CCC(N(C)CC3CCCO3)CC2)c(C)c1 (centres undefined),-32,9,0,-2,-1.5,1,·,-13,-5,-2
CC1CC(=O)Nc2ccccc2N1C(=O)Cn1cnc2ccccc2c1=O (centres undefined),-28,-11,-2,-1,-0.7,·,-2,-9,-8,2
COc1ccccc1C1CCN(Cc2ccc(C)cc2)CC1,-13,2,6,0,-1.6,-1,-2,-10,-5,-1
COc1ccc2nc(N3CCN(C(=O)c4ccc5ncsc5c4)CC3)sc2c1,23,-9,21,1,-0.2,-10,-3,-7,-8,-1

# Taken from above.
# In MITF act, C1=Nc2c(Nc3ccccc3)ncnc2Oc2ccccc21 is entered as 18
# In HTR5A ag ctr, Cc1cc(C)c(NC(=S)N2CCC(N(C)CC3CCCO3)CC2)c(C)c1 (centres undefined) is entered as -2
# In SR-BI DiI inh, COc1ccccc1C1CCN(Cc2ccc(C)cc2)CC1 is entered as -13

# Part of the list above in a different format:
Cn1c(CNC(=O)OC(C)(C)C)n[nH]c1=S
  SR-BI DiI inh: -15
  HTR5A inv ctr: 7
  NSD2 HMT inh: -2
  V-ATPase pHluor: 1
  CDK5 inh: 3.0
  MITF act: -6
  Wnt bcat act: -1
  PvdQ inh: -16
  dFosB act: 0
  HTR5A ag ctr: -3

CCOc1ccc(NC(=O)NC(=O)N(C(C)C)S(C)(=O)=O)cc1
  SR-BI DiI inh: 5
  HTR5A inv ctr: 9
  NSD2 HMT inh: 0
  V-ATPase pHluor: 1
  CDK5 inh: 0.1
  MITF act: 0
  Wnt bcat act: -1
  PvdQ inh: 1
  dFosB act: 1
  HTR5A ag ctr: 3

# The results go on.
SMILES,SR-BI DiI inh,HTR5A inv ctr,NSD2 HMT inh,V-ATPase pHluor,CDK5 inh,MITF act,Wnt bcat act,PvdQ inh,dFosB act,HTR5A ag ctr
Cc1cccn2c(=O)nc(SCC(=O)N3CC(C)OC(C)C3)nc12 (centres undefined),3,-1,2,-1,0.9,-3,0,-10,-1,0
CCCNC(=O)C1CN(S(=O)(=O)c2ccccc2)CCN1S(=O)(=O)c1ccccc1 (centres undefined),-22,-5,0,-5,4.5,-4,·,3,-11,2
Cc1ccc(OCCC(=O)OCC(=O)N2CCN(S(=O)(=O)c3ccc(C)cc3C)CC2)cc1,-33,-8,-2,1,1.3,4,-5,-2,-4,3
COc1cc(-c2cc(C(=O)Nc3ccccc3N3CCOCC3)c3ccccc3n2)cc(OC)c1OC,56,4,-3,0,-2.6,1,-2,-7,-6,-2
Cc1nnc(C)c2c(C)n(-c3ccc4ncccc4c3)c(C)c12,-10,2,5,1,0.8,10,2,-12,·,2
COc1ccc(C=NNC(=S)Nc2ccc(F)cc2)cc1OC,11,-32,·,-4,13,-12,-6,10,0,8
COc1cc(S(=O)(=O)Nc2ccc3c(c2)C(=O)N(C)C3=O)ccc1NC(C)=O,-10,16,0,-4,0.0,7,-3,1,2,-4
Nc1ncnc(Sc2ccccc2)c1[N+](=O)[O-],-21,1,0,0,0.7,11,1,9,-2,0
CCOC(=O)c1ccn(CSc2c(F)c(F)cc(F)c2F)n1,-5,6,-4,2,0.9,17,12,-2,6,-2
Cc1ccc(-c2cc(-c3nnc(SCC(=O)NCC(C)C)n3N)c3ccccc3n2)cc1,68,-8,0,1,0.6,-3,·,-9,-7,4
O=C(NCc1ccc2c(c1)OCO2)Nc1cccc(Cl)c1,7,-4,-1,0,0.2,80*,11,1,5,1
COc1cccc(CN(C(=O)c2cccs2)C2CCS(=O)(=O)C2)c1 (centres undefined),-5,4,-2,-1,-4.1,9,1,-1,3,-1
O=C1CCCc2c1nn(-c1ccccc1)[n+]2[O-],-9,4,-2,-2,3.0,-7,1,-4,-3,-3
C=CCNC(=O)C(=O)NCC(c1ccc2c(c1)OCO2)N1CCOCC1 (centres undefined),-13,7,0,1,1.1,7,1,-17,-1,3
O=C(CN(C(=O)CNC(=O)c1ccco1)c1ccccc1F)NC1CCCCC1,-22,16,·,1,3.2,2,-1,4,1,-4
CC(=O)c1cc2c(cc1NC(=O)c1c(-c3ccccc3)noc1C)OCO2,40,-3,3,1,0.6,-7,0,-15,-3,-1
CCOC(=O)c1ccc(NC(=O)C2CCCO2)cc1 (centres undefined),-1,-2,·,6,-4.9,35,12,0,5,1
CC(=O)NC(=S)Nc1ccccc1N1CCN(C(=O)c2ccccc2)CC1,68,-9,-3,0,-0.2,15,1,-10,-14,3
Cc1ccc(SCCC(=O)Nc2cccnc2)cc1,-9,·,0,0,-1.3,11,-1,-14,2,·
S=c1[nH]nc(COc2ccccc2)n1/N=C/c1ccc(Br)cc1,·,16,6,0,2.5,-1,2,-16,-13,-4
Cc1ccc(-n2c(SCC(=O)NCC3CCCO3)nc3n[nH]c(C)c3c2=N)cc1Cl (centres undefined),51,-11,0,4,1.3,-20,1,-16,-30,5
Cc1ccc(S(=O)(=O)NN2C(=O)c3ccccc3NC2c2cccc(O)c2)cc1 (centres undefined),-12,·,-1,0,0.4,15,-2,4,0,·
